Source: PubChem
C-LANA FP – inhibitors of KSHV LANA C-terminal domain DNA binding; MBP-C-LANA/FAM-LBS DNA binding, fluorescence polarization; inhibition, % at 9 µM; 340,000 compounds, 0.078% hits;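 active = highest replicate inhibition at or above 60% at 9 µM, even if other replicates fall short; inactive = all replicates below 60% inhibition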;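 note: 0% = neutral control wells and 100% = 4 µM acridine orange control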
PKA-R2B act – PKA-R2B complex activation; 340,000 compounds, 0.079% hits; PKA-R2B holoenzyme dissociation, Cy5-IP20 fluorescence polarization; R2B truncated from residue 108, S112A mutant; 0% DMSO only, 100% 113 µM cGMP; activation, % at 11.4 µM; AID 504700; P22694+P31323;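 active = activation above a cutoff set at the mean over all compounds plus 3 SD, cut at about 18% in these data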;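 note: higher means more holoenzyme dissociation and a rise in polarization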
Rtt109 HAT inh – inhibitors of Candida albicans Rtt109/Vps75 histone acetyltransferase; Q5AAJ8; purified Rtt109/Vps75, ThioGlo CoA-SH fluorescence, 4 h; inhibition, % at 34.9 µM; 330,000 compounds, 0.16% hits;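 active = inhibition of at least 50% in every replicate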
DAGLB inh – blocks human DAGLB lipase activity; Q8NCG7; HEK293T DAGLB membrane lysate, EnzChek fluorogenic substrate; inhibition, % at 5.17 µM; 340,000 compounds, 0.059% hits; AID 504411; in the data active = inhibition above about 34%;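 note: 0% = enzyme with vehicle and 100% = wells lacking enzyme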
Target sequence (Q8NCG7 whole entry, looked up): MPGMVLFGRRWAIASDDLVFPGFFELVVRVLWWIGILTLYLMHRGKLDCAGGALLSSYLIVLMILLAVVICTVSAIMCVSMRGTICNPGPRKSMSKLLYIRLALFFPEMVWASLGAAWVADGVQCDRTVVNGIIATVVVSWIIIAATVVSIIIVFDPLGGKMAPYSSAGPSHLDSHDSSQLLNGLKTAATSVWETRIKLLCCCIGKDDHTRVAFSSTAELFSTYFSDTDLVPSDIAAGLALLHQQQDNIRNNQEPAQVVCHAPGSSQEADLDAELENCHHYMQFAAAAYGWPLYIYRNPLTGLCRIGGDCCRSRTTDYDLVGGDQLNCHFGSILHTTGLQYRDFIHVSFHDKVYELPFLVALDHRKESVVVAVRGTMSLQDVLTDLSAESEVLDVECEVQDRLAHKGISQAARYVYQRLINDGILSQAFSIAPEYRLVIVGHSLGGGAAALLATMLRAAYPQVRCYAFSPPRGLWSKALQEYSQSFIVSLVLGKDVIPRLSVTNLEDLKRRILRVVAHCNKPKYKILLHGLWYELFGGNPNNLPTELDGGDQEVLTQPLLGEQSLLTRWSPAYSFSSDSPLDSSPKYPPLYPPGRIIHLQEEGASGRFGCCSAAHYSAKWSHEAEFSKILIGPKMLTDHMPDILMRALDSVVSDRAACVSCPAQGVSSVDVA
CAL PDZ FP-1 – human CAL PDZ-peptide interaction inhibition; AID 504414; 330,000 compounds, 0.02% hits; Q9HD26; purified CAL PDZ, TMR-peptide fluorescence polarization, 1 h; inhibition, % at 20 µM;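 active = highest replicate inhibition of at least 40%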;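 note: plate controls were DMSO neutral control wells for no effect and unlabeled competitor peptide control wells for full effect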
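Control set: unlabelled peptide and DMSO controls / Material: purified CerCALP PDZ construct / Timing: 1 h incubation at room temperature before polarization reading / Doses: 20 µM, one dose / Detection: fluorescence polarization (mP)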
Cardiac RTF inh – cardiac RTF calcium desensitization | P19429+P45379 | IANBD-labeled cardiac RTF, Ca2+ fluorescence | inhibition, % at 7.15 µM | 340,000 compounds, 0.12% hits | AID 493244;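 active = inhibition above the mean inhibition of all tested compounds plus 3 SD, cut at about 17% in these data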;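 note: assay run at fixed EC70 calcium of 1.6 mM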
SR-BI uptake up – SR-BI HDL lipid transfer activation; 320,000 compounds, 0.096% hits; activation, % at 12.5 µM; CHO ldlA[mSR-BI] cells, DiI-HDL uptake fluorescence, 3 h; 100 = double the neutral-control signal;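 active = mean replicate activation of at least 60% and every replicate at or above 60%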;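 note: 0% = median plate neutral-control signal and 100% = twice that signal; values of inactives mirror those of a sister screen read the other way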
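Assay system: LDL receptor-deficient CHO ldlA cells overexpressing murine SR-BI / Medium: BSA-supplemented, HEPES-buffered Ham's F12, pH 7.4 / Probe or stimulus: DiI-labelled HDL at 10 µg/mL final / Timing: compound with DiI-HDL co-incubation, 3 h at 37 °C / Technique: bottom-read cell fluorescence after medium removal, ex 550/em 595 nm / Measure: HDL uptake via cellular fluorescence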
Keap1 Nrf2 FP – Keap1-Nrf2 (human) interaction inhibition; Q14145; Keap1 Kelch-Nrf2 peptide fluorescence polarization, 1536-well; inhibition, % at 9.4 µM; 340,000 compounds, 0.15% hits; AID 504523; in the data active = inhibition above about 12%;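 note: human Keap1 Kelch domain with fluorescein labeled Nrf2 9mer peptide probe; 0% = neutral control wells and 100% = peptide positive control; higher means more block of Keap1 binding to Nrf2 peptide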
CAL PDZ FP-2 – CAL PDZ (human) peptide binding inhibition | purified CAL PDZ, TMR-peptide fluorescence polarization, 1 h | Q9HD26 | inhibition, % at 24.9 µM | AID 602252 | 300,000 compounds, 0.92% hits;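 active = mean inhibition of at least 30% with at least half of replicates also reaching 30%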;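 note: 0% = DMSO neutral control and 100% = excess unlabeled competitor peptide PRC23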
cardiac RTF act – cardiac RTF calcium sensitization. IANBD-labeled TnC RTF fluorescence at EC20 calcium; 0% EC20 calcium, 100% full calcium. AID 493008. activation, % at 7.2 µM. 340,000 compounds, 0.24% hits;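 active = activation above the mean over all tested compounds plus 3 SD, cut at about 30% in these data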;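 note: rise in fluorescence read as greater calcium sensitivity of cardiac thin filaments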
An asterisk follows results filed as active; nt = no result given. Compounds were not picked by outcome; overall some 1.6% were active at least once.

SMILES | C-LANA FP | PKA-R2B act | Rtt109 HAT inh | DAGLB inh | CAL PDZ FP-1 | Cardiac RTF inh | SR-BI uptake up | Keap1 Nrf2 FP | CAL PDZ FP-2 | cardiac RTF act
CCNc1nc2c(c(=O)[nH]c(=O)n2C)n1Cc1ccc(F)cc1 | -1.1 | -3 | -1 | 1 | 0.5 | -2 | nt | 3 | nt | 1
COC(=O)c1sc(=S)sc1C(=O)OC | 1.0 | -13 | 1 | -6 | -2.2 | 1 | 26 | 2 | -3 | 4
Cc1cccc(C)c1NS(=O)(=O)c1ccc(F)cc1 | -1.2 | 4 | -7 | -3 | -1.3 | -9 | -3 | -5 | -1 | -3
O=C(CCCOc1ccc(Cl)cc1Cl)NCCCO | 1.4 | 2 | 11 | -2 | -0.3 | -1 | 26 | 0 | -2 | -3
CC(=O)Nc1ccc(NC(=S)NC(=O)/C=C/c2ccco2)cc1 | 6.5 | 1 | -3 | 2 | -1.9 | -12 | -9 | -5 | -1 | 10
Cc1cc(C)cc(NC(=S)N2CCN(CCO)CC2)c1 | 1.5 | 14 | -3 | -2 | -1.0 | -3 | 28 | 2 | -2 | 9
S=c1[nH]nc(CCc2nc3ccccc3[nH]2)n1-c1cccc(Cl)c1 | -1.0 | 1 | 1 | 2 | -0.7 | -7 | 6 | -1 | -1 | 4
CCN1C(=O)CS/C1=C(\C#N)S(=O)(=O)c1ccccc1 | -2.2 | -6 | 2 | -3 | -0.5 | -3 | 24 | -1 | nt | 0
CC(=O)Nc1cccc(NC(=O)CSc2nc(=O)n(CCN3CCOCC3)c3c2CCCC3)c1 | 0.2 | -20 | 10 | 0 | -2.6 | -7 | 2 | -2 | -1 | 3
c1ccc(CCCCc2ccncc2)cc1 | -0.6 | 0 | -26 | -4 | -0.4 | 0 | -29 | -1 | -4 | 7
N=c1c2cn[nH]c2nc(SCC(=O)c2ccc(Br)cc2)n1-c1ccc(Br)cc1 | -7.4 | -1 | -8 | 0 | -0.4 | 11 | 4 | -3 | 7 | -4
C=CCC[C@@H](Cc1ccc(F)cc1)C(=O)OC[C@H](C)NC(=O)[C@H](CC=C)CC(=O)N(CCO)Cc1ccccc1 | -0.9 | -11 | 11 | -5 | -0.6 | -18 | -38 | -4 | 5 | -3

No new results follow: an excerpt of the list.
SMILES | C-LANA FP | PKA-R2B act | Rtt109 HAT inh | DAGLB inh | CAL PDZ FP-1 | Cardiac RTF inh | SR-BI uptake up | Keap1 Nrf2 FP | CAL PDZ FP-2 | cardiac RTF act
COC(=O)c1sc(=S)sc1C(=O)OC | 1.0 | -13 | 1 | -6 | -2.2 | 1 | 26 | 2 | -3 | 4
Cc1cccc(C)c1NS(=O)(=O)c1ccc(F)cc1 | -1.2 | 4 | -7 | -3 | -1.3 | -9 | -3 | -5 | -1 | -3
O=C(CCCOc1ccc(Cl)cc1Cl)NCCCO | 1.4 | 2 | 11 | -2 | -0.3 | -1 | 26 | 0 | -2 | -3
CC(=O)Nc1ccc(NC(=S)NC(=O)/C=C/c2ccco2)cc1 | 6.5 | 1 | -3 | 2 | -1.9 | -12 | -9 | -5 | -1 | 10
Cc1cc(C)cc(NC(=S)N2CCN(CCO)CC2)c1 | 1.5 | 14 | -3 | -2 | -1.0 | -3 | 28 | 2 | -2 | 9
S=c1[nH]nc(CCc2nc3ccccc3[nH]2)n1-c1cccc(Cl)c1 | -1.0 | 1 | 1 | 2 | -0.7 | -7 | 6 | -1 | -1 | 4
CCN1C(=O)CS/C1=C(\C#N)S(=O)(=O)c1ccccc1 | -2.2 | -6 | 2 | -3 | -0.5 | -3 | 24 | -1 | nt | 0
CC(=O)Nc1cccc(NC(=O)CSc2nc(=O)n(CCN3CCOCC3)c3c2CCCC3)c1 | 0.2 | -20 | 10 | 0 | -2.6 | -7 | 2 | -2 | -1 | 3
c1ccc(CCCCc2ccncc2)cc1 | -0.6 | 0 | -26 | -4 | -0.4 | 0 | -29 | -1 | -4 | 7

Further results
SMILES | C-LANA FP | PKA-R2B act | Rtt109 HAT inh | DAGLB inh | CAL PDZ FP-1 | Cardiac RTF inh | SR-BI uptake up | Keap1 Nrf2 FP | CAL PDZ FP-2 | cardiac RTF act
CCCN1CCN(CC(=O)Nc2cc(OCC)ccc2OCC)CC1 | 1.4 | -3 | 5 | 1 | -0.5 | -4 | -30 | 0 | 2 | 0
CSCC[C@H](NC(=O)OC(C)(C)C)c1nnc(SCc2ccccc2)o1 | -2.4 | 7 | 11 | -3 | -0.2 | 0 | 50 | 0 | 0 | -3
COc1ccccc1C(=O)COC(=O)CNS(=O)(=O)c1ccc(C)c(C)c1 | 1.2 | -8 | -3 | 0 | -1.2 | -3 | -6 | 0 | 1 | 7
Cc1cccc(CSCc2ccc(C(=O)NC3CCCC3)o2)c1 | 0.9 | -1 | -21 | -1 | -2.3 | 5 | 9 | -5 | -2 | 5
CN(C)/C=N/NC(=O)c1ccccc1 | 0.3 | 9 | -3 | -2 | -0.8 | -8 | -7 | 4 | 2 | 0
CCOc1cc(/C=C2/NC(=O)NC2=O)cc(Br)c1OCc1ccc(C(=O)O)cc1 | -0.3 | -9 | 3 | 4 | -2.0 | -10 | -3 | -3 | -4 | -4
O=C(c1ncn(Cc2ccccc2)c1C(=O)N1CCN(c2ccccc2)CC1)N1CCN(c2ccccc2)CC1 | 0.1 | 6 | -4 | 2 | 0.0 | -1 | 7 | 3 | -3 | 0
CCc1nc2cc(C)nn2c2nc3ccccc3n12 | -0.1 | -6 | 10 | -2 | -0.3 | 3 | -4 | -1 | 2 | -5
O=c1c2c(-c3ccc(Cl)cc3)csc2nc2n1CCC2 | -1.6 | -2 | -7 | -4 | nt | 7 | -16 | -1 | 11 | -3
